RGS4 inh = blocks human RGS4-accelerated GTP hydrolysis | P49798 | Transcreener GDP fluorescence polarization, RGS4-accelerated GTP hydrolysis | Potency, µM (top dose mostly 114 µM), for the others: at the highest dose activity change, negative = inhibition, usual class: inhibitors | 390,000 compounds, 0.039% hits; note: potency is the fitted concentration of half-maximal effect; % is set by controls: 0 for no effect and ±100 for the full control effect; nearly all actives have a fitted effect of over 75% in size; some results filed as inactive show a strong effect at the top dose
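MLSMR compounds (23 nl, pin-transferred) preincubated 10 min at room temperature with a 500nM (2x) first reagent, then RGS4 at 900nM (2x) plus Transcreener GDP mix added; fluorescence polarization (620/688 nm) read before and after 90 min at 30 °C.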
ERG-DNA inh = blocks human ERG Ets domain binding to DNA. 370,000 compounds, 0.028% hits. Potency, µM (doses to about 76.9 µM), for inactives: top-dose FP activity, negative = inhibition, hits mostly inhibitors. AID 624246. fluorescence polarization, His-ERG Ets domain / labelled DNA. P11308; active = well fitted inhibition curve with a large enough effect in the polarisation, with a control signal flat; inconclusive = small, poorly fitted or top-dose-only effect, or effect the other way, or a change in a side signal; inactive = no such curve, though single readings can be large or run the other way; the % refers to the polarisation;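 note: polarization taken with two DNA probes labelled with fluorescein and Texas red; potency is the fitted concentration of half-maximal effect; % of control where 0% means no effect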
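His-tagged ERG Ets domain (1 uM in the protein solution; 300mM KCl, 50mM Tris-HCl, 1mM EDTA, 1mM DTT, pH 7.5) received compound, then a probe mix of 5 nM fluorescein-DNA and 100nM Texas-615-DNA. Fluorescence polarization was read for both dyes.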
G9a block = inhibitors of human histone lysine methyltransferase G9a | G9a H3K9 monomethylation, AlphaScreen, 2 h | Q96KQ7 | Potency, µM (titrated, usually from 102 µM), for the others: at the top dose activity, negative = inhibition, most hits filed as inhibitors | 350,000 compounds, 8.8% hits; note: potency is the fitted concentration of half-maximal effect; % is set by controls: 0 for no effect and ±100 for the full control effect; nearly all actives have a fitted effect of over 75% in size
Target sequence (Q96KQ7 913-1193 limits assumed): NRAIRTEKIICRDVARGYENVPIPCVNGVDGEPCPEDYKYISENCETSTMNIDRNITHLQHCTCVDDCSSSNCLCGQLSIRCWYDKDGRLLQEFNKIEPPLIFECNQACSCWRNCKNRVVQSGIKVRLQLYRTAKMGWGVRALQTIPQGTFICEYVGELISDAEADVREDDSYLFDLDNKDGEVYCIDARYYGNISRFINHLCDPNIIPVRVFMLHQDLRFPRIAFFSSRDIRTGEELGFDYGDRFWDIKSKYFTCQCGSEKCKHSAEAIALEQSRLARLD
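Step 1: enzyme (final 20 nM) with compound, 15 min RT. Step 2: substrate peptide 500 nM and SAM 20 uM, 2 h RT. Step 3: anti-H3K9me1 antibody and AlphaScreen beads, 10 min, then plate read.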
JMJD2A Tudor inh = inhibitors of human JMJD2A Tudor domain. Potency, µM (doses to about 114 µM), for the others: at the highest dose activity change, negative = inhibition, usual class: inhibitors. 390,000 compounds, 4.4% hits. AID 504339. AlphaScreen JMJD2A-Tudor / H3K4me3 peptide binding; note: potency is the fitted concentration of half-maximal effect; % is set by controls: 0 for no effect and ±100 for the full control effect; nearly all actives have a fitted effect of over 50% in size
BAZ2B block = BAZ2B (human) inhibition; Q9UIF8; AlphaScreen BAZ2B-H3K14Ac peptide displacement; 360,000 compounds, 4.4% hits; Potency, µM (series often up to 114 µM), for the others: top-dose activity change, negative = inhibition, most hits filed as inhibitors; note: potency is the fitted concentration of half-maximal effect; % is set by controls: 0 for no effect and ±100 for the full control effect; nearly all actives have a fitted effect of over 60% in size
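Protein-peptide AlphaScreen: BAZ2B 50 nM, b-H3K14Ac 50 nM, 1x PBS pH 7.4 + 0.01% Tween-20. Preincubation 30 min RT; cpd 30 min RT (top 110 uM); beads 20 min RT, light-protected.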
ALOX12 inh = ALOX12 (human) lipoxygenase inhibition; purified 12hLO, xylenol orange hydroperoxide absorbance; 580,000 compounds, 1.1% hits; P18054; Potency, µM (highest dose often 108 µM), inactives show at the top dose activity change, negative = inhibition, hits mostly inhibitors; AID 1671190; note: potency is the fitted concentration of half-maximal effect; % is set by controls: 0 for no effect and ±100 for the full control effect
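Purified human 12hLO (150 nM final) in 25 mM Hepes, 0.01% Triton X-100, pH 7.0 was preincubated 15 min at room temperature with compound. Then 40 uM arachidonic acid was added, 30 min. Hydroperoxide was read by Fe-XO absorbance ratio 573/405 nm.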
HP1b chromo inh = blocks HP1-beta chromodomain binding to methylated histone tails. P83916. AlphaScreen HP1-beta / biotin-H3K9me3 peptide binding. Potency, µM (doses to about 114 µM), inactives show top-dose activity change, negative = inhibition, actives largely listed as inhibitors. 390,000 compounds, 0.56% hits; note: potency is the fitted concentration of half-maximal effect; nearly all actives have a fitted effect of over 70% in size; inactives centre near 23
Target sequence (P83916 whole entry, looked up): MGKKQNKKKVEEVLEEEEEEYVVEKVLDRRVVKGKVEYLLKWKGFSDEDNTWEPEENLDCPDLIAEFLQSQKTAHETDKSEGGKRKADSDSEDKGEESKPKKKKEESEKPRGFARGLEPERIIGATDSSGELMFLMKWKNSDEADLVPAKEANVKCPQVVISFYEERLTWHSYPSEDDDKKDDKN
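HP1-beta protein (50 nM final) preincubated 30 min at room temperature with biotinylated H3(1-18)K9me3 peptide (50 nM) in PBS pH 7.4, 0.01% Tween-20, then compound added for 30 min. AlphaScreen streptavidin donor/nickel chelate acceptor beads (10 ug/mL final), 30 min dark, luminescence read.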
PI4K2A block = blocks human PI4K2A kinase activity | Q9BTU6 | purified PI4K2A, ADP-Glo luminescence, 1 h; active compounds read low | activity change, negative = inhibition, % at 76.9 µM | 420,000 compounds, 0.13% hits | AID 1346378; in the data active = activity change below about -50%; inconclusive = mostly about -30% to -49%;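 note: -100% = wells without enzyme as full effect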
Target sequence (Q9BTU6 whole entry, looked up): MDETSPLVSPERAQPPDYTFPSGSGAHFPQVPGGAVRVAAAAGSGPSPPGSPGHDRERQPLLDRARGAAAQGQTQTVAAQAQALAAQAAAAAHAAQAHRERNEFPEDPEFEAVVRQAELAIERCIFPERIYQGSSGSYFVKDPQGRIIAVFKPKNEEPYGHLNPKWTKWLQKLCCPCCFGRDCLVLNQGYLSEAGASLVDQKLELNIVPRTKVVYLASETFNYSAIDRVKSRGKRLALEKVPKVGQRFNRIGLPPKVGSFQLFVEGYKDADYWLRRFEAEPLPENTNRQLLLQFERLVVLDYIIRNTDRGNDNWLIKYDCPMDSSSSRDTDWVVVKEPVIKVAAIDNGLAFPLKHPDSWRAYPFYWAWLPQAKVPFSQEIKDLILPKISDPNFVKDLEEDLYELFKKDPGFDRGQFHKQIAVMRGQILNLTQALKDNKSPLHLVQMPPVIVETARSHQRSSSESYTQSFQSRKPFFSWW
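Compounds are screened against recombinant PI4K2A using PI as substrate and ATP, the latter dispensed at 300 microM. Reactions run one hour at ambient temperature before ADP-Glo detection; full inhibition defined by wells lacking enzyme.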
GLS inh = blocks human kidney-isoform glutaminase activity; 410,000 compounds, 0.21% hits; GLS enzymatic activity, qHTS titration; Potency, µM (top dose mostly 45.5 µM), for inactives: at the top dose activity change, negative = inhibition, hits mostly inhibitors; note: potency is the fitted concentration of half-maximal effect; % is set by controls: 0 for no effect and ±100 for the full control effect
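hKGA in 45 mM KH2PO4 (pH 8.2), 0.02% Tween-20 with compound, then 1mM L-Glutamine (stock as added) plus glutamate oxidase/HRP/Amplex red coupling mix. Fluorescence read initially and after 30 min at RT; signal change reflects glutamate formation.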
Active calls of the source: *; i = inactive; ? = inconclusive; nt = no result given; [ ] = remark or other dose. Unless noted, calls come from the whole dose curve; as a rule, active = well fitted curve in the direction sought with a large enough effect; inconclusive = small, poorly fitted or top-dose-only effect, or another doubt; inactive = no such curve, though single readings can be large; an effect the other way counts as inactive or inconclusive.

SMILES	RGS4 inh	ERG-DNA inh	G9a block	JMJD2A Tudor inh	BAZ2B block	ALOX12 inh	HP1b chromo inh	PI4K2A block	GLS inh
Cc1nc2sccn2c(=O)c1S(=O)(=O)N1CCN(c2cccc(Cl)c2)CC1	29.0%	2.1%	nt	-23.8%	11.7%	-18.7%	5.7%	5.4	0.3%
CN(C(=O)CSc1nnc(Cc2ccccc2F)n1N)C1CCS(=O)(=O)C1 (stereo unspecified)	4.2%	-0.9%	8.3%[59 µM]	-4.1%	3.1%	0.7%	36.6%	0.9	5.8%
CCOc1ccc(CCNC(=O)COC(=O)c2cccnc2SC)cc1OCC	26.4%	-2.0%	-7.3%	-17.2%	-6.9%	-1.9%	4.4%	4.0	8.8%
O=C(CNC(=O)c1ccc(Br)cc1)c1ccc(Br)cc1	-1.6%	0.2%	-3.4%	-8.5%	2.1%	15.4%	23.4%	-3.5	2.3%
O=C(O)C1Oc2cc3ccccc3cc2O1	-3.0%	4.5%	44.7µM*	?	-23.4%	0.0%	?	-9.6	?
O=C(Cc1ccccc1[N+](=O)[O-])NCC1(c2cccc3c2OCO3)OCCO1	-7.8%	-0.1%	nt	-21.5%	nt	-3.6%	8.9%	-2.6	2.4%
N#CC1=C(SCC(=O)NC2CC2)NC(=O)C(C#N)C12CCCCC2 (stereo unspecified)	6.1%	2.2%	9.4%	-11.5%	0.4%	-4.4%	38.6%	2.0	28.8%
COc1ccc(NCc2cccnc2)cc1	-13.6%	-5.9%	nt	-25.0%	-9.1%	-4.1%	19.9%	-0.6	15.5%
CC(=O)N1N=C(c2ccc3ccccc3c2)OC12CCCC2	2.2%	-7.0%[15.4 µM]	nt	74.9%[activator]	16.3%	151.6%[activator]	123.8%[activator]	0.5	-7.6%
CCOCCSc1n[nH]c(=O)n1CCc1ccccc1	11.3%	-2.9%	43.9%[0.501 µM]	-6.4%	2.7%	0.0%	15.7%	-0.6	3.7%
COc1ccc2c(c1)CC(C1(O)C(=O)N(C)c3ccccc31)C2=O (stereo unspecified)	14.6%	-2.1%	-2.2%	-3.2%	0.7%	0.0%	30.1%	0.2	4.8%
COc1ccc(S(=O)(=O)Nc2ccc3c(c2)COC3=O)cc1OC	14.6%	-3.4%	-9.6%[59 µM]	3.2%	-3.0%	-18.7%	29.7%	3.1	nt
NC(=O)N/N=C/c1cccc(C(F)(F)F)c1	-2.9%	11.9%	18.5%	-4.2%	2.1%	28.3%	32.8%	-10.3	0.2%
O=C(c1ccc(Cl)c(Cl)c1)N1CCOCC1	3.3%	-8.5%	16.1%[59 µM]	5.3%	8.0%	i	24.2%	6.9	4.7%
Cc1ccc(NC(=O)C2CCC(CNS(=O)(=O)c3csc(C(N)=O)c3)CC2)cc1Cl (stereo unspecified)	-22.6%	9.3%	8.1%[59 µM]	1.9%	2.7%	-26.8%	17.1%	-4.2	-6.7%
COC(=O)c1cc2oc3ccccc3c2n1Cc1nc(-c2ccccc2C)oc1C	11.8%	-1.0%	-45.7%[59 µM]	-16.0%	-13.3%	-19.9%	19.7%	-0.6	4.5%
CC(NC(=O)COC(=O)c1c[nH]c2ccccc12)c1ccccc1 (stereo unspecified)	-18.4%	14.3%	nt	-2.1%	nt	?	16.5%	-2.4	-4.2%
CCOC(=O)C1=C(C)N(CCO)C(=O)NC1c1ccccc1 (stereo unspecified)	12.3%	-10.3%	-26.4%	-8.3%	8.0%	-7.1%	28.9%	1.8	2.1%
O=C(CN1CCCN(Cc2ccccc2Cl)S1(=O)=O)NCc1ccccc1	-16.6%	-2.0%	?	4.1%	-30.7%	-26.3%	35.0%	0.0	3.6%
Cc1nc(NCCc2ccc(F)cc2)c2nnn(Cc3ccccc3)c2n1	-20.8%[56.9 µM]	4.3%	nt	-12.1%	1.1%	6.6%	63.9%[activator]	3.9	-8.2%
Cc1c(NC(=O)Nc2c(Cl)cccc2Cl)c(=O)n(-c2ccccc2)n1C	-7.1%	-0.9%	-9.7%	0.7%	-0.6%	-0.4%	30.6%	6.9	-1.1%
O=C(N/N=C/c1ccc(OCC(=O)N2CCOCC2)cc1)c1ccccc1Cl	-6.2%	-6.8%	nt	-6.0%[11.4 µM]	-1.5%	0.1%	37.7%[activator]	3.0	-7.9%
Cc1ccc(S(=O)(=O)NCC(=O)OCC(=O)N(C)C2CCCCC2)cc1	11.1%	-8.1%	20.4%[12.7 µM]	1.7%	5.9%	5.7%	53.4%[activator]	2.7	-9.1%
CCOc1ccc(C(CC(=O)O)NS(=O)(=O)c2ccc(C)cc2)cc1OC (stereo unspecified)	-8.6%[11.4 µM]	6.2%	?	-14.5%[11.4 µM]	1.6%	0.0%	-8.5%	-2.3	-3.3%
C/C(=N/NC(=O)CSCc1ccc(Cl)cc1)c1cccc(NC(=O)c2ccccc2)c1	-0.7%	nt	0.0%[59 µM]	-8.4%	15.9%	1.7%	19.5%	-2.7	10.9%
O=C(NC1CCCCC1)C(c1ccc(F)cc1)N(CCN1CCOCC1)C(=O)c1ccc(-c2ccccc2)[nH]1 (stereo unspecified)	4.8%	-18.2%	3.7%	-12.0%	-21.0%	9.2%	24.1%	3.6	4.9%
COc1ccc(N2C(=O)C3CCCN3C2c2cccc(OC)c2)cc1 (stereo unspecified)	-2.5%	-0.2%	-0.3%	0.0%	8.1%	2.5%	48.9%[activator]	-2.7	2.0%
COc1ccc(/C=C/C(=O)O)cc1S(=O)(=O)NCc1cccnc1	-3.3%	-6.2%	?	-9.8%	-31.6%	0.0%	22.9%	4.9	61.6%[activator]
COCCCn1c(C(=O)NC2CCCCC2C)cc2c(=O)n3cccc(C)c3nc21 (stereo unspecified)	7.4%	-1.1%	-1.5%[0.0925 µM]	7.8%	16.5%	0.0%	56.2%[activator]	-4.6	11.7%
CC(C)NC(=O)COC(=O)/C=C/c1ccco1	-12.6%	nt	-18.3%[59 µM]	-24.3%	?	-2.7%	0.8%	-1.1	-10.6%
COc1ccc(Cc2n[nH]c(=S)n(N)c2=O)cc1	-11.5%	-11.0%	?	-9.0%	-24.7%	25.1µM*	45.0%[activator]	-1.5	0.7%
CCOC(=O)CC(=O)CSc1nc(-c2ccccc2)cc(-c2ccccc2)c1C#N	-16.6%	12.5%	31.5%	16.4%	10.8%	2.2%	43.8%[activator]	-0.7	7.8%
CC(=O)Nc1ccc(C(=O)NCC(c2ccco2)N(C)C)cc1 (stereo unspecified)	-31.4%	1.7%	nt	9.3%	nt	-4.7%	26.3%	2.3	4.1%
COc1ccc(Nc2nc(NCCCN3CCOCC3)nc(N)c2[N+](=O)[O-])cc1	-18.5%	2.0%	?	-27.6%	-23.2%	16.4%	15.4%	4.9	13.6%
COC(=O)c1cccnc1-n1c(=O)c2cccnc2n(CC(=O)Nc2ccc(C)cc2C)c1=O	13.8%	2.0%	-15.8%[59 µM]	-5.5%	0.9%	-22.3%	20.5%	-1.0	2.3%
O=C(CNC(=O)c1ccco1)NCC(=O)OCC(=O)c1ccc(Cl)c([N+](=O)[O-])c1	-3.4%	8.3%	-38.8%	-14.7%	-13.1%	7.4%	35.9%	-1.1	-9.0%
O=C(COC(=O)CCC(=O)c1cccs1)NCc1cccs1	-2.4%	-25.1%	-2.9%	4.3%	-2.5%	9.1%	8.7%	-0.9	-5.6%
Cn1nc(C(=O)OCc2ccc(F)cc2)c2ccccc2c1=O	17.2%	3.2%	8.4%	10.4%	9.0%	-0.4%	31.3%	-0.3	-7.0%
Cc1cc(C)nc(CCNC(=O)c2cc(COc3ccccc3)on2)n1	-36.7%	-9.0%	nt	-13.7%	1.9%	-5.8%	26.9%	-6.4	-13.8%
O=C(COC(=O)CSc1cccc2cccc(Cl)c12)Nc1ncc(C(F)(F)F)cc1Cl	-14.5%	-5.8%	?	-34.7%	50.1µM*	28.2µM*	-5.5%	7.7	-0.6%
CC(=O)N1CCC(N(CCN2CCOCC2)C(=S)Nc2ccc(C)c(C)c2)CC1	3.5%	2.8%	-2.1%[59 µM]	-16.1%	-25.0%	10.1%	26.3%	0.9	13.9%
Cc1cc(S(=O)(=O)Nc2cccc(Cl)c2)c(C)s1	-0.2%	13.7%	1.7%	-0.7%	nt	-25.0%	45.1%[activator]	0.3	-11.0%
COc1ccc(NC(=O)CSc2oc(-c3ccco3)nc2S(=O)(=O)c2ccccc2)c(OC)c1	-21.6%	1.3%	3.8%[59 µM]	-23.9%	17.1%	-25.3%	39.3%	-4.4	-0.9%

Structures listed above that bear a hit mark in ALOX12 inh.
SMILES	RGS4 inh	ERG-DNA inh	G9a block	JMJD2A Tudor inh	BAZ2B block	ALOX12 inh	HP1b chromo inh	PI4K2A block	GLS inh
COc1ccc(Cc2n[nH]c(=S)n(N)c2=O)cc1	-11.5%	-11.0%	?	-9.0%	-24.7%	25.1µM*	45.0%[activator]	-1.5	0.7%
O=C(COC(=O)CSc1cccc2cccc(Cl)c12)Nc1ncc(C(F)(F)F)cc1Cl	-14.5%	-5.8%	?	-34.7%	50.1µM*	28.2µM*	-5.5%	7.7	-0.6%

The list is partial; count on the stated rates, not on these rows.
